GIRK2 act – activators of NPY4-receptor-primed GIRK2 channels, summary, cell-based, HEK293, thallium flux; G protein-activated inward rectifier potassium channel 2 (Homo sapiens), P48051; HEK293 GIRK2/NPY4 cells, thallium flux fluorescence; activation (% efficacy), % for hits at 37.5 µM; 34,000 tested, under 10 active; AID 1259324, 2017;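 active = primary screen hit, no activity in plain HEK293 cells, and in GIRK2-only cells above 5% efficacy rising with concentration; inactive = the rest, including fluorescent compounds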;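 note: efficacy is normalized control-subtracted fluorescence 15 s after thallium addition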
Target sequence (P48051 whole entry, looked up): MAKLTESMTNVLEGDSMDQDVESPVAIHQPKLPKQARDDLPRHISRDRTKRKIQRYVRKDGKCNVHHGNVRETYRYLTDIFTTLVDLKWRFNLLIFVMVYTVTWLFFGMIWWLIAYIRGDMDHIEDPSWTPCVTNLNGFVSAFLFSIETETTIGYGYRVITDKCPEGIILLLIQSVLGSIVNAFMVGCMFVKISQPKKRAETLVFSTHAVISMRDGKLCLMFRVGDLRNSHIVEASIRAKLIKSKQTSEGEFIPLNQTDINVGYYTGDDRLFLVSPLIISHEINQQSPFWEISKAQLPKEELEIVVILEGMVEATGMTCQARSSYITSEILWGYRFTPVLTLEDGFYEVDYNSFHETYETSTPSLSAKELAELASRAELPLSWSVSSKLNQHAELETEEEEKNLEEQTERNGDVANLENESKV
Calls only; i = inactive. An excerpt (hit frequency here may not be typical).

SMILES | GIRK2 act
COc1ccccc1OCC(O)Cn1c(C2CC(=O)N(c3ccccc3)C2)nc2ccccc21 (configuration not stated) | i
Cc1nnsc1C(=O)N1CCC(CNS(=O)(=O)/C=C/c2ccccc2)CC1 | i
COc1ccc(-c2cc(=O)n(CC(=O)N3CCN(C(C)=O)CC3)cn2)cc1 | i
CC(=O)NC1C(O)C(O)C(CO)OC1n1nc(COc2ccccc2C)n(C(C)C)c1=S (configuration not stated) | i
O=C(CSc1ccc(-c2ccc3ccccc3c2)nn1)Nc1ccc2c(c1)OCO2 | i
CC(C)(C)c1cc(C(F)(F)F)c(C#N)c(SCC(=O)NCc2ccccc2)n1 | i
COc1ccc(N)cc1N1CCCCC1=O | i
Cc1cc(N2CCCCC2)nc(N2CCN(C(=O)Cc3ccccc3)CC2)n1 | i
COc1ccccc1C1(CNC(=O)c2ccc(S(=O)(=O)N(C)C)cc2)CCOCC1 | i
COc1ccc(C(=O)Nc2ccc3scnc3c2)cc1OC | i
Cc1nc(-c2ccc(S(=O)(=O)N3CCN(c4ccc(Nc5cccnc5)nn4)CC3)s2)cs1 | i
COc1ccc(CCC(=O)N2CCN(c3nccn3-c3ccc(C)cc3)CC2)cc1 | i
CN(C)C(CNC(=O)C(=O)Nc1ccc(C(F)(F)F)cc1)c1cccn1C (configuration not stated) | i
Cc1ccc(-n2nc3c(c2NC(=O)C(=O)NCC(C)C)CSC3)cc1 | i
COc1ccccc1NC(=O)CSc1nnc(CCn2ccc(=O)[nH]c2=O)o1 | i
O=C(CCN1C(=O)c2ccccc2S1(=O)=O)NCCC1=CCCCC1 | i
CC(=O)Cc1nsc(NC(=O)c2cc(-c3ccc([N+](=O)[O-])cc3)oc2C)n1 | i
CC1CCCCN1c1nc2c(S(=O)(=O)c3ccccc3)nnn2c2ccc(Cl)cc12 (configuration not stated) | i
COc1ccccc1NC(=O)N1CCN(c2ccc(Nc3cccnc3)nn2)CC1 | i
NC(=O)c1ccccc1NC(=O)c1ccc(=O)n(Cc2cccc([N+](=O)[O-])c2)c1 | i

Further structures
SMILES | GIRK2 act
COC(=O)c1ccc(CN2CCC(c3nnc(-c4ccc(F)cc4)o3)CC2)cc1 | i
Cc1ccc(Cl)c2sc(N(CCN(C)C)C(=O)c3ccn(C)n3)nc12 | i
CCOC(=O)c1cccc(NC(=O)c2nnn(-c3ccccc3)c2C)c1 | i
O=S(=O)(NCC1CCN(C2CCCC2)CC1)c1cc(Cl)ccc1Cl | i
Cn1c(-c2ccccn2)nn(CCNC(=O)c2ccccc2C(F)(F)F)c1=O | i
CCOC(=O)Cn1c(C)cn2c3c(=O)n(Cc4ccccc4Cl)c(=O)n(C)c3nc12 | i
COc1ccc(CNC(=O)C(=O)NCC(c2ccc(OC)cc2)N2CCOCC2)cc1 (configuration not stated) | i
CCc1ccccc1NC(=O)CSc1nccn2nc(-c3ccc(C)cc3)cc12 | i
Cn1cccc(C(=O)Nc2ccc3c(c2)N(C(=O)c2cccs2)CC3)c1=O | i
CS(=O)(=O)N1CCC2(CC1)OCCO2 | i
O=C(COc1ccc2ccccc2c1)N1CCOC(c2ccccc2)C1 (configuration not stated) | i
CN(C)S(=O)(=O)Nc1cccnc1 | i
O=C(Nc1ccc2c(c1)N(S(=O)(=O)c1ccc(F)cc1)CCC2)C1COc2ccccc2O1 (configuration not stated) | i
COC(=O)c1ccc(NC(=O)Cn2nc(S(=O)(=O)c3ccccc3)ccc2=O)cc1 | i
COCCNc1nc2c(c(=O)[nH]c(=O)n2C)n1CC(=O)O | i
COc1ccc(S(=O)(=O)NCC(c2ccsc2)N(C)C)cc1Cl (configuration not stated) | i
COc1ccc(Nc2cc(C)nc3c(-c4ccccc4OC)cnn23)cc1 | i
O=C(CCc1csc(NC(=O)c2ccccc2)n1)NCc1ccccc1 | i
Cc1nc2cc(NC(=O)C3CCCN(c4cc(-n5cccn5)ncn4)C3)ccc2s1 (configuration not stated) | i
COc1ccc(S(=O)(=O)Nc2nc(CCC(=O)Nc3ccc4c(c3)OCCO4)cs2)cc1 | i

Next section.
SMILES | GIRK2 act
COC(=O)N1CCC(CNC(=O)Cc2ccccc2Cl)CC1 | i
COc1ccc(S(=O)(=O)c2cnc(SCC(=O)Nc3ccc(C)cc3)[nH]c2=O)cc1 | i
Cc1ccc(Cl)cc1N1CCN(C(=O)c2cc3ccccc3oc2=O)CC1 | i
CCOc1ccc(-c2ccc(C)c(NC(=O)c3sc(C)nc3C)c2)nn1 | i
O=C(NCCc1ccccc1)C(=O)NCc1cccs1 | i
CCOC(=O)c1c(SC(CC)C(=O)OC)nc(=O)[nH]c1C (configuration not stated) | i
O=C(CN1C(=O)c2ccccc2S1(=O)=O)Nc1nc2ccc([N+](=O)[O-])cc2s1 | i
Cc1cc([N+](=O)[O-])ccc1NC(=O)c1ccc(=O)n(Cc2cccc([N+](=O)[O-])c2)c1 | i
COc1ccc(C(C)(C)C)cc1S(=O)(=O)N1CCC2(CC1)NC(=O)N(Cc1ccccc1)C2=O | i
CCOC(=O)N1CCC(NC(=O)Cc2csc(NC(=O)OC)n2)CC1 | i
O=C(CSc1ccccc1)Nc1ccc2ncsc2c1 | i
CCOC(=O)N1CCN(C(=O)C2CN(c3nc4c(F)cccc4s3)C2)CC1 | i
Cc1cc(S(=O)(=O)N(Cc2ccsc2)Cc2ccccn2)c(Cl)cc1Cl | i
CCN(C(=O)CSc1ncc(S(=O)(=O)c2ccc(C)c(Cl)c2)c(=O)[nH]1)c1cccc(C)c1 | i
Cn1cccc1C(CNS(=O)(=O)c1ccccc1)N1CCCC1 (configuration not stated) | i
COc1ccc(C2(CNC(=O)C(=O)Nc3cccc(SC)c3)CCCC2)cc1 | i
Cc1ccc(NC(=O)Cn2nc(-c3ccc(Cl)cc3)ccc2=O)cc1Cl | i
Cc1c(Cl)ccc2sc(N3CCN(C(=O)c4ccno4)CC3)nc12 | i
O=C(NCC(O)c1cccc2ccccc12)c1cc2ccccc2o1 (configuration not stated) | i
COc1ccc(S(=O)(=O)N2CCC(c3cccs3)CC2)cc1F | i

(more compounds)
SMILES | GIRK2 act
COc1ccccc1CCNC(=O)C1CN(C(=O)c2c[nH]c3ccccc23)C1 | i
COc1ccccc1OCC(O)CNC1CCCC1 (configuration not stated) | i
CCNC(=O)NCCn1nc(-c2cccs2)n(C)c1=O | i
CC(O)(CNC(=O)C(=O)Nc1ccc2c(c1)OCCO2)c1ccc(-c2ccccc2)cc1 (configuration not stated) | i
CC12C=CC(O1)C1C(=O)N(c3ccc(N4CCOCC4)cc3)C(=O)C12 (configuration not stated) | i
CC(C)OCCCNC(=O)C(=O)NCCc1ccccc1 | i
O=C(CS(=O)(=O)Cc1ccccc1)Nc1nc(-c2ccc3c(c2)CCCC3)cs1 | i
COc1ccc(C(=O)Nc2ccc3c(c2)CCC(=O)N3Cc2ccccc2)c(OC)c1OC | i
O=C(CN1C(=O)c2ccccc2S1(=O)=O)NCCc1c[nH]c2ccccc12 | i
CCOC(=O)C1C(=O)CC(C)(O)C(C(=O)OCC)C1c1cccs1 (configuration not stated) | i
CCCS(=O)(=O)N1CCN(Cc2nnnn2-c2ccc(Cl)cc2)CC1 | i
COC(=O)C1CCN(C(=O)c2nn(-c3ccc(F)cc3)cc2OCc2ccccc2)CC1 | i
Cc1ccc(C(CNC(=O)CCc2ccccc2)N(C)C)cc1 (configuration not stated) | i
COc1ccccc1-n1ccn(Cc2nc(-c3cccc(F)c3)no2)c(=O)c1=O | i
O=C(Cc1cc(-c2cccs2)on1)NCc1ccccc1Cl | i
Cc1ccc2c(=O)c(-c3nc(-c4ccccc4C)no3)cn(CC(=O)Nc3ccc(Cl)cc3)c2n1 | i
COc1ccc(S(=O)(=O)Nc2nc(CCC(=O)N3CCc4ccccc43)cs2)cc1 | i
COc1cc(C(C)=O)ccc1OCC(=O)NCCOc1cccc(C(F)(F)F)c1 | i
CC(C)c1nnc(NC(=O)/C=C/c2cccs2)s1 | i
CC(C)(C)c1ccc(C(=O)N2CCN(CCNC(=O)c3ccsc3)CC2)cc1 | i

(next part)
SMILES | GIRK2 act
Cc1ccc(S(=O)(=O)N(CC(=O)c2ccc(Cl)cc2)C(=O)N2CCN(C)CC2)cc1 | i
O=S(=O)(NCC1(c2cccs2)CCCC1)c1ccccc1Br | i
CCC(Sc1nc2cc(OC)c(OC)cc2c2nc(C)nn12)C(=O)NCc1ccco1 (configuration not stated) | i
COc1ccc(CC(=O)NCC2CCN(Cc3cccs3)CC2)cc1 | i
CCCCc1ccc(NC(=O)CNC(=O)c2cn(C)nc2OC)cc1 | i
Cc1ccc(NC(=O)C(=O)NCCN2CCN(c3ccc(Cl)cc3)CC2)cc1C | i
NC(=O)c1ccsc1NC(=O)C1CCCCC1 | i
Cn1c(C(F)(F)F)nn(CCNC(=O)/C=C/c2ccc3c(c2)OCO3)c1=O | i
COc1cc2cc(CNc3ccc(C)cc3)c(=O)n(CC(=O)Nc3cc(F)ccc3F)c2cc1OC | i
COc1ccc(NC(=O)Cn2cnc3c(sc4ncccc43)c2=O)cc1OC | i
Cc1c(Cl)cccc1-n1nnc(C(=O)N(C)C2CCS(=O)(=O)C2)c1C (configuration not stated) | i
O=C(Nc1cc(Cl)ccc1Cl)c1ccc(=O)n(Cc2cccc([N+](=O)[O-])c2)c1 | i
Cc1ccc(C)c(S(=O)(=O)N2CC(c3nc(C)no3)C2)c1 | i
O=C(Cc1cc(-c2ccc(F)cc2F)on1)NCc1ccccn1 | i
O=C(Nc1cccc([N+](=O)[O-])c1)NC1CS(=O)(=O)CC1Cl (configuration not stated) | i
CC(C)CCn1nc2ccc(S(=O)(=O)N3CCOCC3)cn2c1=O | i
O=C(NCCC1=CCCCC1)C(=O)NCC(O)(c1cccs1)C1CC1 (configuration not stated) | i
COCCN1CCC(CNC(=O)c2ccccc2C(F)(F)F)CC1 | i
COc1cc(NC(=O)NCCNc2ccc(Nc3ccncc3)nn2)cc(OC)c1OC | i
O=C(Cc1cc(-c2ccc(F)cc2F)on1)N1CCCC1 | i

Following part
SMILES | GIRK2 act
Cc1cc(C(=O)NCC2(O)CCOCC2)c(C)o1 | i
O=C(CCCN1C(=O)c2ccccc2C1=O)Nc1ccc2cn[nH]c2c1 | i
COc1ccc(S(=O)(=O)Nc2nc(C(=O)N3CCc4ccccc43)cs2)cc1 | i
COc1ccc(C)c2sc(N(CCN3CCOCC3)C(=O)c3cc(C)no3)nc12 | i
C1=CC2C(C1)C1CC(Oc3ccccc3)C2C1 (configuration not stated) | i
CCc1nnc2ccc(OCCNC(=O)COc3ccc4c(c3)OCO4)nn12 | i
Cc1ccccc1C(=O)NCCNC(=O)c1ccc(NC(=O)C(C)C)cc1 | i
CN1CCOc2ccc(NC(=O)NC3CC3)cc2C1=O | i
Cc1ccc(-n2ncc3c(=O)n(NC(=O)c4ccc([N+](=O)[O-])cc4)cnc32)cc1 | i
Cc1cc(=O)[nH]c(-n2nc(C)c(CCC(=O)N3CCCC3)c2C)n1 | i
Cc1ccc(N2CC(C(=O)N3CCC4(CC3)OCCN4S(=O)(=O)c3ccccc3)CC2=O)cc1C (configuration not stated) | i
O=C(NCCCc1ccccc1)C1CCN(c2cc(Oc3ccccc3)ncn2)CC1 | i
O=C(Cc1csc(Nc2ccccc2)n1)Nc1cccc(F)c1 | i
Cc1cc(=O)[nH]c(-n2nc(C)c(CCC(=O)NCc3cccs3)c2C)n1 | i
COc1ccccc1Cc1noc(C2CN(Cc3csc(-c4ccccc4)n3)C2)n1 | i
O=C(Cc1cc(-c2cccs2)on1)Nc1ccc(Nc2ccccc2)cc1 | i
Cc1cc(O)c(C(c2ccccc2[N+](=O)[O-])c2c(O)cc(C)[nH]c2=O)c(=O)[nH]1 | i
Cc1cc2nc(N(CCN3CCOCC3)C(=O)c3ccc4ncsc4c3)sc2cc1C | i
Cc1cccc(S(=O)(=O)Nc2ccc(Cl)c(C(F)(F)F)c2)c1 | i
Cc1cc(-c2nnc(NC(=O)Cc3ccc(F)cc3)o2)nn1C | i

(further entries)
SMILES | GIRK2 act
COCCNC(=O)NCC1(c2cccs2)CC1 | i
CN1CCN(c2nc3ccc(NC(=O)c4ccc([N+](=O)[O-])s4)cc3s2)CC1 | i
O=C(NCc1ccccc1Cl)c1cc(-c2ccc(F)cc2)c[nH]1 | i
O=C(c1ccco1)N1CCC(Cn2cccn2)CC1 | i
Cc1cc(C)c2sc(N(Cc3ccccn3)C(=O)c3ccnn3C)nc2c1 | i
Cc1cc(N2CCN(CC#N)CC2)n2nc(C(F)(F)F)c(-c3ccccc3)c2n1 | i
COC(=O)c1sccc1S(=O)(=O)NCC(C)(O)CCSC (configuration not stated) | i
COC(=O)NCC1(c2ccc(OC)cc2)CCCC1 | i
COc1ccc(NC(=O)CSc2ncc(S(=O)(=O)c3cccs3)c(N)n2)cc1 | i
COc1ccc(Cc2nnc(Nc3cc(C)ccc3C)[nH]c2=O)cc1 | i
